hcDAF12 agonist: H. contortus DAF-12 activation, primary screen; HEK293 hcDAF-12 lit1-tk-luc reporter, luminescence; 0% DMSO, 100% Δ7-dafachronic acid; activation, % at 6.8 µM; actives 1.4% (n = 370,000); AID 652067;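 active = activation above the mean of all tested compounds plus 3 SD, cut at about 5.5% in these data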;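 note: 100% = response to 3 µM Δ7-dafachronic acid high control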
PLCb3 inh: inhibitors of human phospholipase C beta3 | Purified PLC-beta3, fluorogenic substrate, fluorescence | inhibition, % at 12.2 µM | actives 0.18% (n = 370,000); in the data active = inhibition above about 11%;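 note: 0% = median of compound wells on plate and 100% = full blocker control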
Target sequence (Q01970 whole entry, looked up): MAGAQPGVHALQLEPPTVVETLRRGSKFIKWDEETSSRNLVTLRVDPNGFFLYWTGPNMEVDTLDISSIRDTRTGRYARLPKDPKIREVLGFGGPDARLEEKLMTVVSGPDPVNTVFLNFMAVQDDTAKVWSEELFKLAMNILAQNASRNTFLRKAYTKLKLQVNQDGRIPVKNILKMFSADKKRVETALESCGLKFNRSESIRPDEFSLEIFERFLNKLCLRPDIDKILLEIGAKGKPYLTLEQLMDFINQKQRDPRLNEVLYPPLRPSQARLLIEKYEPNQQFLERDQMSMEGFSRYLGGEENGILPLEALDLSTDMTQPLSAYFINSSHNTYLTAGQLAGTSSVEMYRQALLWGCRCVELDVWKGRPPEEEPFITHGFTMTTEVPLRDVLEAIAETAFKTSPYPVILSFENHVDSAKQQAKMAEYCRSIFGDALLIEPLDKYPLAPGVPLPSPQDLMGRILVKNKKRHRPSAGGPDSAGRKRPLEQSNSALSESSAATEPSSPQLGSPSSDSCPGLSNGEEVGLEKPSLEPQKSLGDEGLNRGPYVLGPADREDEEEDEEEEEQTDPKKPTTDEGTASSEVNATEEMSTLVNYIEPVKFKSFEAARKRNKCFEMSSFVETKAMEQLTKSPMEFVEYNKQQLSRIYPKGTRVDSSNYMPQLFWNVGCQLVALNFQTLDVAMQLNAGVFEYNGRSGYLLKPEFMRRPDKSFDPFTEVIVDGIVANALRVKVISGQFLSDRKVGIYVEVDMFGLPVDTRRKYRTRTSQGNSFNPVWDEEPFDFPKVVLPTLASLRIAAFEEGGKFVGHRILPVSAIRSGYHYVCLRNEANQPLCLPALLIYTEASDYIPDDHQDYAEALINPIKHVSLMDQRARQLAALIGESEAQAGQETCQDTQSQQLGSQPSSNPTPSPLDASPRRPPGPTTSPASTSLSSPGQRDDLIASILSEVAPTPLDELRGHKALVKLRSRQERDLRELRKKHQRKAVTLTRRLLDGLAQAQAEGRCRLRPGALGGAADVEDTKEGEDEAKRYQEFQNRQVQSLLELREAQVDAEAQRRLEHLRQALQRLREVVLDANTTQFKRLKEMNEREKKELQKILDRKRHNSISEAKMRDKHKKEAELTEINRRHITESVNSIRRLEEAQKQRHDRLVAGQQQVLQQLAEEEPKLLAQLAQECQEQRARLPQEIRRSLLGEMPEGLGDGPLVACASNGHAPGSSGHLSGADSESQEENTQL
DAX1 inh-1: NR0B1 (DAX1) inhibition; HEK293 Gal4-DAX1 luciferase reporter, luminescence; inhibition, % at 6.75 µM; actives 0.99% (n = 340,000); AID 504766;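 active = inhibition above the mean over all tested compounds plus 3 SD, cut at about 4.2% in these data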;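 note: 0% = DAX1-transfected cells with DMSO and 100% = empty-vector control cells with DMSO; inhibition shows as a rise in luminescence from relieved DAX1 repression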
DAX1 inh-2: inhibitors of DAX1 repression of SF-1 activated StAR promoter; HEK293T StAR-luciferase reporter, SF-1/DAX-1 repression relief; inhibition, % at 6.8 µM; actives 1.1% (n = 370,000); AID 652010;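 active = inhibition above the mean over all tested compounds plus 3 SD, cut at about 3.6% in these data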;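 note: 0% = DAX-1 cells with DMSO and 100% = cells lacking DAX-1 with DMSO; higher inhibition means more luminescence from relief of DAX-1 repression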
ssDAF-12 act: activates DAF-12 receptor from parasite S. stercoralis | HEK293 ssDAF-12/GRIP1 lit1-tk-luc reporter, luminescence; % of 3 µM dafachronic acid response | activation, % at 6.8 µM | actives 1% (n = 370,000) | AID 652126;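 active = activation above the mean over all tested compounds plus 3 SD, cut at about 0.9% in these data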;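 note: 0% = DMSO-only wells and 100% = 3 µM delta7-dafachronic acid wells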
sPLA2-III inh: Blocks human group III sPLA2 activity. inhibition, % at 12.2 µM. Q9NZ20. QFRET BODIPY PC-A2 liposome hydrolysis, fluorescence. actives 0.56% (n = 370,000). AID 743126;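 active = inhibition above mean plus 3 SD of compounds lying within the high and low control bounds, cut at about 19% in these data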;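 note: 0% = median of test compound wells and 100% = no enzyme DMSO wells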
SMARCA2 activ: increases SMARCA2 function in MMTV reporter cells. MG213 cells, MMTV-luciferase reporter, dexamethasone, overnight. activation, % at 9.1 µM. actives 1% (n = 370,000). AID 652017; in the data active = activation above about 7.8%;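 note: 0% = vehicle wells and 100% = reference activator wells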
FXN GAA850 act: increases GAA850 frataxin promoter reporter activity | HEK293 lucGAA850 FXN promoter luciferase reporter, 24 h; percent of 10 µM SAHA response | AID 540364 | activation, % at 6 µM | actives 0.56% (n = 360,000);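 active = activation above the average of all compounds screened plus 3 SD, cutoff fixed separately per campaign, cut at about 7.5% in these data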;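 note: 0% = DMSO wells and 100% = 10 µM SAHA wells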
hgDAF-12 ag: agonists of H. glycines DAF-12 nuclear receptor | activation, % at 6.8 µM | HEK293 GAL4-hgDAF12 UAS-luciferase reporter, agonist luminescence; normalized to butyrate control | actives 1.8% (n = 370,000);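 active = activation above a cutoff set at the mean of all screened compounds plus 3 SD, cut at about 10% in these data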;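 note: 0% = DMSO wells and 100% = sodium butyrate wells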
PG9 binder: binds the HIV-1 gp120 antibody PG9; TR-FRET gp120-PG9 antibody binding; inhibition, % at 6.7 µM; actives 0.43% (n = 360,000); in the data active = inhibition above about 8.5%
NR1D1 modulator: modulators of human Rev-erb alpha DNA binding. Rev-erbα–FITC-DNA binding, fluorescence polarization, 90 min. activity, % at 10 µM. actives 0.79% (n = 370,000);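 active = activity above about 14%, limit read from the data; passing the limit was not always enough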;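 note: 0% = DMSO wells with 35 nM protein and 100% = DMSO wells with 750 nM protein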
Starred values were filed as active, the others as inactive; . = not tested or not shown; & = joins results of further samples.

SMILES	hcDAF12 agonist	PLCb3 inh	DAX1 inh-1	DAX1 inh-2	ssDAF-12 act	sPLA2-III inh	SMARCA2 activ	FXN GAA850 act	hgDAF-12 ag	PG9 binder	NR1D1 modulator
Cc1ccc(C(=O)OCC(=O)NCc2cccs2)cc1S(=O)(=O)N1CCOCC1	-2.8	-4	-1.0	0.2	-2.0	-1	4	0.1	8.6	0.1	-6
COc1ccc(N2C=C3C(=O)C(C)(OC(=O)CCc4ccccc4)C(=O)C=C3C=C2c2ccc(C#N)cc2)cc1 (centres undefined)	0.3	-83	-0.6	0.1	-1.3	-2	2	-0.8	-0.5	0.1	1
C[C@@H]1O[C@@H](Oc2c(-c3ccc(O)c(O)c3)oc3cc(O)cc(O)c3c2=O)[C@H](O)[C@H](O)[C@H]1O	1.2&-1.2	0&3	-0.1&1.1	0.6&-0.5	-0.6&-1.2	13&-2	-7&-2	1.2&1.8	2.1&1.9	-2.6&-3.6	3&10
CCSC1C(=O)N(C)C(SCC)C(=O)N1C (centres undefined)	-0.8	-1	-0.5	0.0	-1.0	11	-1	1.1	-5.0	2.3	-2
CCCCn1nnnc1NCc1cccnc1	-2.0	3	-0.1	1.3	-0.3	-2	0	0.0	-1.0	-0.1	-2
O=C1c2ccccc2C(=O)N1CC#CCN1CCN(C2CCCCC2)CC1	3.3	0	-0.5	-0.2	-0.6	5	0	1.0	1.9	-0.6	0
O=C(NC(=S)Nc1cccc(Cl)c1Cl)C1CC1	0.7	0	1.5	-0.8	-0.7	0	1	4.6	2.5	-0.3	0
Cc1nc(C(=O)N2CCOCC2)sc1C1(C)CC(c2ccccc2)=NO1 (centres undefined)	1.2	5	-0.3	-0.5	-1.1	1	-1	1.4	-0.8	0.6	3
COc1ccccc1C(=O)N1CCCC(c2nc(-c3cc(OC)c(OC)c(OC)c3)no2)C1 (centres undefined)	-3.0	-3	0.1	-0.8	-2.1	-8	-3	-1.4	-1.2	-0.3	-1
FC(F)(F)Oc1ccccc1C(c1nnnn1C1CCCC1)N1CCN(C/C=C/c2ccccc2)CC1 (centres undefined)	1.3	5	.	3.1	-0.2	-18	-3	.	-0.4	-0.3	9
COc1cc(OC)cc(C(=O)N(Cc2nc(-c3cccc(C)c3)no2)C(C)C)c1	-1.5	5	-0.2	-0.5	-0.9	-8	1	1.6	-3.6	0.1	1
CCn1cc(CN2CCC(C(=O)Nc3ccc(Oc4cccnc4)cc3)CC2)c(C)n1	1.2	-7	-0.1	-0.8	-0.7	-1	-2	-0.9	-0.3	-0.1	-2
COc1ccc(OC)c(-c2oc3ccccc3c(=O)c2O)c1	-1.6	-191	0.9	2.3	-1.5	-14	1	7.3	-1.5	0.0	5
COc1ccc(NC(=O)COC(=O)C(NC(=O)c2ccc(C)cc2)C(C)C)cn1 (centres undefined)	-1.3	-5	1.6	0.1	-1.4	-12	4	-0.6	1.9	-0.1	13
CC[C@@H](C)[C@@H](C(=O)N1CCNCC1)n1cc(CCC(=O)O)nn1	0.8	2	1.6	-0.2	-1.4	8	1	1.0	3.6	0.3	-1
COc1ccc(N/C(=C2\CCCC2=O)C2CCCCC2)cc1	0.1	-3	0.9	-0.5	-0.8	-2	1	0.7	-1.4	-2.9	-4
CN(C)CCCNc1c2c(nc3cc(-c4cccc(F)c4)nn13)CCC2	-0.9	-25	-0.4	-0.9	-0.5	-6	2	3.5	1.5	-2.7	-3
COc1cc(CNn2c(C)n[nH]c2=S)cc(Br)c1OCc1ccc(F)cc1	-2.3	2	-1.1	0.0	-0.2	10	2	4.7	0.5	-2.7	6
CC(=O)Nc1ccc(NS(=O)(=O)c2c(Cl)cccc2Cl)cc1	-2.4	-3	0.0	0.5	-1.3	-5	0	0.3	0.8	-0.1	2
CN(C)CCCN(C(=O)COc1ccccc1)c1nc2cc3c(cc2s1)OCO3	-0.4	-9	0.2	1.8	-0.4	-5	1	0.6	1.7	-2.4	3
Cc1cc(N2CCN(C(=O)Oc3ccc(-c4ccccc4)cc3)CC2)c2ccccc2n1	-5.8	-3	.	-5.1	-2.3	-2	-4	.	-5.2	.	5
O=[N+]([O-])c1ccc(N2CCNCC2)c(S(=O)(=O)N2CCOCC2)c1	-0.3	2	0.4	-0.6	-0.4	-1	-3	0.7	-0.8	1.1	1
COc1cc(CN(C)CCc2ccccn2)cc(OC)c1OC	-1.0	3	-0.5	0.0	-0.7	8	1	-0.3	1.3	-0.8	-2
Brc1ccccc1-c1nnc(COc2cccc3cccnc23)o1	-0.8	-13	1.8	-0.2	-0.9	-9	3	-0.7	2.5	1.3	-3
Cc1cccc2cc(C3CC(c4ccco4)=NN3C(=O)CCC(=O)O)c(Cl)nc12 (centres undefined)	0.9	-3	-0.7	0.4	0.7	-6	0	1.2	-0.3	-1.6	-4
CCCC(=O)N1CCC1(C)C(=O)NS(=O)(=O)c1cccs1 (centres undefined)	0.1	-9	.	-0.8	-0.6	12	-4	0.0	-0.3	0.3	-6
Cc1noc(C)c1C(=O)OCC(=O)NCc1ccccc1	1.5	-5	0.2	1.1	-1.3	-4	0	0.8	0.3	-1.6	3
C[C@H](CO)N1C[C@H](C)[C@@H](CN(C)Cc2ccc(Cl)c(Cl)c2)Oc2c(NS(=O)(=O)c3cn(C)cn3)cccc2C1=O	0.2	-2	-1.1	0.2	-0.8	-4	-3	-0.1	0.5	-1.7	-2
Cc1cccc(N2N=C(C(=O)N3Cc4ccccc4CC3C(N)=O)CCC2=O)c1 (centres undefined)	1.3	1	0.0	0.0	-0.2	-7	-1	-0.6	-1.6	0.3	0
Cc1cc(C)n(-c2cc(=O)n(C)c(=O)n2C)n1	-2.3	-1	0.1	-0.5	-1.1	4	2	-0.1	2.7	-0.2	2

Whole records, quoted from the list:
Entry for COc1ccc(NC(=O)COC(=O)C(NC(=O)c2ccc(C)cc2)C(C)C)cn1 (centres undefined) = hcDAF12 agonist = -1.3; PLCb3 inh = -5; DAX1 inh-1 = 1.6; DAX1 inh-2 = 0.1; ssDAF-12 act = -1.4; sPLA2-III inh = -12; SMARCA2 activ = 4; FXN GAA850 act = -0.6; hgDAF-12 ag = 1.9; PG9 binder = -0.1; NR1D1 modulator = 13
Entry for COc1cc(CN(C)CCc2ccccn2)cc(OC)c1OC = hcDAF12 agonist = -1.0; PLCb3 inh = 3; DAX1 inh-1 = -0.5; DAX1 inh-2 = 0.0; ssDAF-12 act = -0.7; sPLA2-III inh = 8; SMARCA2 activ = 1; FXN GAA850 act = -0.3; hgDAF-12 ag = 1.3; PG9 binder = -0.8; NR1D1 modulator = -2

Additional results follow:
SMILES	hcDAF12 agonist	PLCb3 inh	DAX1 inh-1	DAX1 inh-2	ssDAF-12 act	sPLA2-III inh	SMARCA2 activ	FXN GAA850 act	hgDAF-12 ag	PG9 binder	NR1D1 modulator
Cc1nc(C)c(C(=O)C2=C(O)C(=O)N(CCN3CCOCC3)C2c2cccnc2)s1 (centres undefined)	-0.5	3	-0.6	0.6	-0.4	-6	0	-1.2	0.2	-0.7	-2
C=CCN1C(=O)[C@H](CC(=O)NCc2ccccc2)[C@@]2(C(=O)OCC)CCCC=C12	-2.1	1	.	-0.2	-0.8	-5	-1	.	1.9	.	2
COc1ccccc1NC(=O)CSc1nnc(C2CCCCC2)n1-c1ccccc1	-1.7	3	0.1	-1.1	-1.4	-9	-2	-3.0	-3.3	2.3	5
CC(C)C(C)NC(=O)COc1ccc([N+](=O)[O-])cc1Cl (centres undefined)	-2.6	5	-1.8	-2.0	-2.6	3	-2	1.5	-2.8	-6.2	-2
S=C(NCCc1ccccn1)NC1CCCCC1	0.2	-2	0.8	0.7	-1.2	14	1	4.5	5.1	-0.6	-3
O=C(NCc1ccccc1)C1=C[C@@H](c2ccc(C(F)(F)F)cc2)C[C@@H](OCc2ccc(CO)cc2)O1	-1.8	0	-1.7	-0.3	-1.2	-16	-1	0.5	-0.2	0.1	8
O=C1/C(=C/c2ccc(N3CCCC3)cc2)NC(=S)N1C1CC1	-0.1	-103	-1.0	0.5	-1.2	-6	-1	0.8	5.0	-9.4	27*
COCCN(C(=O)CCC(=O)Nc1cc(C)on1)C(C(=O)NC1CCCC1)c1ccccc1F (centres undefined)	0.0	-3	-0.8	0.0	-0.4	1	-1	4.1	1.8	-0.6	-3
CC(C)(CNC(=O)Cc1ccc(NS(=O)(=O)c2cccc(C(F)(F)F)c2)cc1)N1CCOCC1	-1.1	-9	2.4	1.1	-0.5	-6	-2	0.0	-1.6	0.9	-1
Cc1cc(OCc2cc(C(=O)N(C)Cc3ccccn3)no2)cc(C)c1Cl	1.1	-3	1.4	1.1	-0.3	-13	8	3.4	11*	0.6	-2
CC(=O)O[C@H](CC(=O)O)C[N+](C)(C)C	0.7	0	-0.6	-0.6	-1.2	-1	-2	1.0	1.6	-1.6	2
CCC(C)(C)n1nnnc1C(c1ccc2ncccc2c1)N1CCN2CCCC2C1 (centres undefined)	-1.7	1	-0.3	0.3	-1.9	-12	4	0.8	0.8	-1.5	0
COc1ccc(C(=O)NCC(=O)OCc2ccc(F)cc2Cl)cc1OC	0.0	6	-0.4	-0.5	-1.1	-4	2	2.9	0.0	-4.3	4
CCCNC(=O)Cn1cnc2sc(C(=O)NCCCN3CCOCC3)c(C)c2c1=O	-0.1	-6	1.8	-0.2	-1.2	6	-4	0.6	0.5	0.0	3
COc1ccc2c(c1)Cc1sc(NC(C)=O)nc1-2	1.8	-9	2.2	0.4	-0.8	-11	6	8.2*	6.9	-7.1	1
O=C(Nc1ccc(S(=O)(=O)Nc2cnc3ccccc3n2)cc1)c1ccccc1Br	-0.3	-52	-0.9	0.9	-0.8	-20	-2	0.5	-2.0	0.0	-2
Cc1cc(C)c(NC(=O)COC(=O)CCn2c(C)csc2=O)c(C)c1	-0.6	-1	0.3	-0.6	-0.8	5	2	-0.5	1.6	-1.6	1
O=C(N1CCCCC1)N1CCN(c2ccc(Cl)cc2)CC1	-2.0	2	-1.5	-0.9	-0.7	-3	-2	0.9	-0.8	-0.8	-1
Cc1ccc(N(CCC#N)C(=O)COC(=O)c2ccccn2)cc1	0.8	-3	0.7	1.1	-0.7	2	-2	-0.6	0.8	-2.4	2
CCC(C)(C)C(=O)Nc1nnc(CCc2ccccc2)s1	5.3	4	4.7*	0.8	0.8	3	4	6.1	11*	0.5	1
COc1ccc(C2C(C#N)=C(N)Oc3cc(N)ccc32)cc1 (centres undefined)	-1.5	-98	1.1	0.0	-1.5	-8	-2	1.4	0.3	1.4	-4
Cc1cc(NC(=O)CCC(=O)N(Cc2ccco2)C2(C(=O)NC3CCCC3)CCCCC2C)no1 (centres undefined)	0.1	-3	-1.0	0.3	-0.6	-3	4	0.5	-1.1	1.5	-5
CCC(=O)N1CCCC(C)(C(=O)Nc2ccc(OC(F)F)cc2)C1 (centres undefined)	4.2	2	.	0.4	0.1	1	-5	0.0	-1.7	-0.6	-1
Cc1ccc(C)c(N2CCN(C(=O)c3cc(S(=O)(=O)N4CCCC4)cn3C)CC2)c1	-0.9	0	1.4	-0.6	-1.1	-6	2	-1.1	1.9	-0.1	-4
COc1cc2c(cc1NC(=O)CSc1ccccn1)oc1ccccc12	6.5*	2	0.8	1.9	0.0	-2	3	3.1	3.9	1.1	0

Screening results from PubChem BioAssay.
